p53null 32C tox: p53 null cell cytotoxicity, permissive temperature | H1299-neo p53 null cells, ATP luminescence, 24 h, 32C | Potency, µM (titrated, usually from 46.1 µM), for the others: top-dose activity change, negative = cytotoxicity, usual class: cytotoxic | actives 0.62% (n = 55,000) | AID 903;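 further: potency means the concentration at half of the fitted maximal effect; 0% = DMSO only and -100% = full killing by 100 µM tamoxifen; nearly all actives have a fitted effect of over 55% in size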
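We seeded p53-null H1299-neo cells, incubated them overnight at 37C, and added compounds across a range up to 46 uM. After 24 hours at 32C, ATP reagent was applied for 20 min at room temperature and luminescence recorded.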
FH mod: Identification of activators of human fumarate hydratase by quantitative high-throughput screening | FH coupled MDH/diaphorase resazurin fluorescence, 15 min | Potency, µM (doses to about 79.9 µM), inactives show at the highest dose activity change, negative = inhibition, usual class: inhibitors | actives 0.22% (n = 54,000) | AID 1347055, 2019; further: potency means the concentration at half of the fitted maximal effect; on the % scale 0 is the no-effect control and ±100 the full control effect; the screen sought activators but most active calls are inhibition curves; nearly all actives have a fitted effect of over 45% in size
Target sequence (P07954 whole entry, looked up): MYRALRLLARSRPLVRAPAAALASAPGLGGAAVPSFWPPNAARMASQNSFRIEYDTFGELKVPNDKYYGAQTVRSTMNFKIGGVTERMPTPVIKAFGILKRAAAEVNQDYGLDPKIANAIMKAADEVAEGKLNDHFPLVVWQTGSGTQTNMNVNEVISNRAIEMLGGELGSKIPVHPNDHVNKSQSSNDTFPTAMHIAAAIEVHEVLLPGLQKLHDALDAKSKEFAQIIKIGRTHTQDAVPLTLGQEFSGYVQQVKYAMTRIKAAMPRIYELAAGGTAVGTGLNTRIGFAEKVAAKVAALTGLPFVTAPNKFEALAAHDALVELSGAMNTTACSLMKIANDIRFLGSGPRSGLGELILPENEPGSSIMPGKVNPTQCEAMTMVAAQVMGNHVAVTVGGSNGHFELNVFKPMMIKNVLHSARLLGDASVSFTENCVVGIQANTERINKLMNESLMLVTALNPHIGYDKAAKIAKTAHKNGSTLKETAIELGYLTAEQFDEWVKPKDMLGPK
B2AR arrestin ag: beta-arrestin recruitment by human beta2-adrenergic receptor ligands; AID 1347077; 44,000 tested, under 10 active; HTLA Tango cells, beta-arrestin recruitment, luciferase luminescence, 18 h; P07550; Potency, µM (doses to about 46.1 µM), for inactives: at the highest dose activation, actives largely listed as activators;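 further: potency means the concentration at half of the fitted maximal effect; 0% = DMSO and full agonism = EC100 isoproterenol or metaproterenol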
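Tango cells (recombinant beta2-AR, beta-arrestin, tTA-driven luciferase), 1500/well in DMEM 1% FBS, treated 18 h at 37 °C with compounds up to 46 µM; luciferin mix added, luminescence read after 15 min; %activity curves fitted and curve-classed.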
NTMT1 inhibitor: NTMT1 methyltransferase inhibition. actives 2.5% (n = 59,000). NTMT1 MTase-Glo SAH luminescence, purified enzyme. Potency, µM (highest dose often 114 µM), for the others: top-dose activity change, negative = inhibition, hits mostly inhibitors. AID 1645870;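 further: potency means the concentration at half of the fitted maximal effect; plate controls were DMSO vehicle for no effect and no enzyme for full effect; nearly all actives have a fitted effect of over 65% in size; many of its hits are not listed in these tables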
Target sequence (Q9BV86 whole entry, looked up): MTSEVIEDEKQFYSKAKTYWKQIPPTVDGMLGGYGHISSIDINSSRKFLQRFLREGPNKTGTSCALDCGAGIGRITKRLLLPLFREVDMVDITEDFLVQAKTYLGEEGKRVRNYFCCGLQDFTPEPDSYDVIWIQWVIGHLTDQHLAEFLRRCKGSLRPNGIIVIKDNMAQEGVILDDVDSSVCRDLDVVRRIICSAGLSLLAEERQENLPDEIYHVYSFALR
GALK inhibitor: inhibitors of human galactokinase (GALK). P51570. recombinant GALK, Kinase-Glo ATP luminescence, 1 h. Potency, µM (titrated, usually from 57.5 µM), for the others: at the top dose activity, negative = inhibition, actives largely listed as inhibitors. 44,000 tested, under 10 active. AID 1347072;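 further: plate controls were full GALK reaction for no effect and reaction lacking GALK for full effect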
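Luminescent ATP-depletion readout (Kinase-Glo Plus) after 1 h room-temperature incubation of human GALK (5 nM) with galactose 100 µM and ATP 35 µM, pH 8.0 HEPES/Mg2+ buffer; compounds tested in qHTS format.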
p53null 39C kill: selectivity test: cytotoxicity in p53 null cells, nonpermissive temperature | H1299 p53-null (neo) cells, 39C, ATPlite viability, 24 h | Potency, µM (highest dose often 46.1 µM), for the others: at the highest dose activity, negative = cell killing, hits mostly cytotoxic | actives 0.97% (n = 55,000) | AID 904;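 further: potency means the concentration at half of the fitted maximal effect; 0% = DMSO only and -100% = full killing by 100 µM tamoxifen; nearly all actives have a fitted effect of over 50% in size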
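H1299 lung cancer cells, p53-null (H1299-neo) or expressing p53 A138V (H1299-p53A138V), were plated overnight at 37C, then exposed to compounds at up to 46 uM for 24 hr at 39C. Viability was read by ATP-based luminescence.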
TSG101-PTAP inh: TSG101-PTAP interaction inhibition, HIV-1 budding. Fluorescence polarization, FITC-PTAP peptide/Tsg101, 20 min. Potency, µM (top dose mostly 115 µM), inactives show at the top dose activity change, negative = inhibition, usual class: inhibitors. 44,000 tested, under 10 active; further: potency means the concentration at half of the fitted maximal effect; 0% is about no effect
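FITC-labeled PTAP peptide (50 nM final) binding to Tsg101 binding domain (10 uM final) read by fluorescence polarization after 20 min at r.t. in HEPES pH 7.5 buffer. Actives by CRC class, <25 µM.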
* = called active by the depositor; u = inconclusive; x = not tested or not shown; [ ] = another dose, or the depositor's remark. The call rests on the fitted dose curve; in most records, active means well fitted curve in the direction sought with a large enough effect; inconclusive means small, poorly fitted or top-dose-only effect, or another doubt; inactive means no such curve, though single readings can be large; an effect the other way counts as inactive or inconclusive.

no.	compound	NTMT1 inhibitor	B2AR arrestin ag	FH mod	GALK inhibitor	TSG101-PTAP inh	p53null 32C tox	p53null 39C kill
1	CCOCCCNC(=O)c1c(NC(=O)c2cc(=O)c3cc(C)c(C)cc3o2)sc2c1CCC2	-18.3%	-1.1%	u	3.0%	-0.8%	-1.6%	4.7%
2	COc1ccc(NC(=O)C2=C(C)Nc3nc(SCc4ccc(C)cc4C)nn3C2c2cccc(OC)c2OC)cc1 (configuration not stated)	16.6%	-0.2%	5.5%	-0.7%	-0.5%	-2.7%	-7.8%
3	O=C(NCCN1CCN(c2cccc(Cl)c2)CC1)Nc1ccccc1	-1.3%	0.2%	-2.7%	1.4%	1.2%	-2.2%	-1.2%
4	COc1ccc(C2=C(Nc3ccc(C)cc3C)c3ccccc3C2=O)cc1	x	-1.5%	x	4.2%	2.1%	17.0%	4.5%
5	O=C(Nc1c(C(=O)c2ccccc2)oc2ccccc12)c1ccc(F)cc1	u	-1.5%	-1.6%	0.0%	-3.4%	-4.2%	10.0%
6	O=C(c1cnn(-c2ccc(F)cc2)c1-n1cccc1)N1CCN(c2ccc(F)cc2)CC1	-6.7%	-0.7%	-13.6%	5.5%	1.2%	2.3%	6.2%
7	CCc1ccccc1NC(=O)CN(c1cc(C(F)(F)F)ccc1Cl)S(=O)(=O)c1ccccc1	3.9%	1.0%	-17.7%	-1.4%	0.3%	0.4%	19.5%
8	O=C(Cn1c(=O)c2ccccc2n(CC(=O)Nc2ccc(Cl)cc2)c1=O)NCCc1ccccc1	-10.1%	-2.2%	-19.8%	2.7%	2.2%	-17.7%	-10.3%
9	Cc1ccc(CCNC(=O)CN2CCN(Cc3ccc(Cl)cc3)C2=O)cc1	-3.2%	-1.6%	-5.0%	-7.7%	-6.1%	4.2%	-12.7%
10	Cc1ccc2c(=O)cc(C(=O)N(Cc3ccccc3Cl)C3CCS(=O)(=O)C3)oc2c1 (configuration not stated)	2.3%	0.8%	1.9%	5.3%	-4.6%	-0.9%	-1.8%
11	COc1ccc(Nc2cc(C(=O)NCCCN(C)Cc3ccccc3)c3ccccc3n2)c(OC)c1	u	-2.0%	-15.5%	1.9%	1.2%	-16.7%	15.1%
12	COc1cccc(CNC(=O)Cn2c(=O)ccc3cc(S(=O)(=O)N4CCCC4)ccc32)c1	-24.6%	-1.5%	-15.3%	-0.7%	-1.3%	-0.2%	19.2%
13	COC(=O)c1cnc(N2CCN(c3ccccc3OC)CC2)c2ccccc12	3.4%	-0.2%	-25.1%	0.7%	-1.0%	1.4%	16.6%
14	Cc1ccc(-c2nnc(SCC(=O)N3CCCc4ccccc43)o2)cc1	-0.8%	-2.3%	8.2%	2.7%	-3.5%	-25.2%	-24.2%
15	CC(C)Sc1ncc(Cl)c(C(=O)N(Cc2ccc(N(C)C)cc2)C2CCS(=O)(=O)C2)n1 (configuration not stated)	u	-1.6%	-10.8%	-0.2%	-2.5%	4.1%	u
16	CCOc1ccc(NC(=O)CN(c2ccc(C)cc2)S(=O)(=O)c2cccs2)cc1	-11.4%	0.2%	4.6%	1.4%	-0.2%	-4.5%	-14.0%
17	COc1ccc(CNC(=O)c2cnc3cc(C)ccn3c2=O)cc1	-9.0%	-0.2%	-4.6%	6.7%	-3.8%	-2.9%	7.7%
18	CC(C)CCNC(=O)C(Cc1ccccc1)NS(=O)(=O)c1ccc2c(c1)c(=O)n(C)c(=O)n2C (configuration not stated)	u	0.9%	7.2%	-0.6%	-0.6%	0.2%	-9.0%
19	CC(C)Oc1ccc(C(=O)N(Cc2ccco2)c2ccccn2)cc1	-7.3%	-1.3%	-17.5%	3.5%	-0.4%	u	u
20	COC(=O)c1sc2ncccc2c1-n1c(C)ccc1C	0.2%	-2.1%	-3.9%	4.9%	0.3%	5.4%	u
21	N#Cc1nc(/C=C/c2ccc(F)cc2)oc1NCc1ccc(F)cc1	6.8%	5.0%	-5.3%	-14.6%	2.0%	5.5%	9.5%
22	O=C(c1ccco1)N1CCN(c2nc3c(F)cc(F)cc3s2)CC1	-4.9%	-1.2%	1.0%	0.3%	1.2%	-16.1%	17.6%
23	CCOc1ccc(C(=O)NCCc2csc(-c3cccnc3)n2)cc1	5.8%	-1.1%	-6.2%	1.3%	-4.7%	u	u
24	O=C(c1cnc(N2CCCCC2)c2ccccc12)N1CCN(c2ccc(Cl)cc2)CC1	-18.8%	0.4%	-25.8%	0.4%	-3.1%	30.4%[activator]	5.1%
25	COc1cc(-c2nnc(SCC(=O)N(C)C3CCCCC3)o2)cc(OC)c1OC	-1.4%	-2.9%	-14.1%	-1.2%	1.8%	-20.9%	-3.8%
26	CCOc1ccc(C(=O)c2oc3ccccc3c2NC(=O)c2cc(-c3ccc(C)cc3)on2)cc1	-26.3%	-2.0%	0.3%	3.7%	-0.9%	-9.1%	9.0%
27	Cc1ccn2c(=O)cc(COc3cccc(NC(=O)Nc4cccc(Cl)c4C)c3)nc2c1	-2.8%	-0.6%	-0.6%	1.7%	-5.6%	-5.9%	-0.4%
28	CCN1CCOC(=O)C1CC(=O)Nc1cc(Cl)ccc1C (configuration not stated)	-14.3%	0.5%	5.0%	8.2%	0.1%	x	x
29	Cc1ccc(C)c(Cn2c(C3CC(=O)N(c4ccccc4C)C3)nc3ccccc32)c1 (configuration not stated)	-10.2%	-2.4%	u	0.3%	-1.8%	2.9%	1.7%
30	O=C(CN1C(=O)COc2ccc(S(=O)(=O)N3CCCC3)cc21)N1CCN(c2ccccc2F)CC1	6.1%	0.0%	2.5%	-1.9%	-4.3%	u	-5.2%
31	CC1=C(C(=O)Nc2ccc(Cl)cc2)C(c2ccccc2)n2ncc(C(=O)Nc3ccccc3)c2N1 (configuration not stated)	12.6%	-1.4%	-20.7%	-7.9%	-7.5%	18.3%	25.3%
32	CN1CCN(C(CNC(=O)C(=O)Nc2ccccc2C#N)c2ccc3c(c2)OCO3)CC1 (configuration not stated)	11.5%	0.1%	1.7%	-0.3%	-1.1%	1.2%	0.8%
33	CCCCOc1ccc(CNC(=O)c2ccc(NC(=O)N3CCSc4ncccc43)cc2)cc1	-5.5%	1.2%	-7.6%	0.7%	-8.0%	-6.4%	-14.4%
34	CSc1nc2c([nH]c3ccccc32)c(=O)n1-c1ccc(C)cc1	4.2%	0.1%	5.3%	-0.2%	0.0%	-3.1%	4.8%
35	CC1(C)CC(=O)c2cc(-c3nc(-c4ccc(F)cc4)cs3)c(=O)[nH]c2C1	0.7%	-0.1%	-4.4%	-5.7%	0.2%	5.0%	-11.0%
36	CCOc1cc(CNC(=O)c2sc3ncnc(N(C)C4CCCCC4)c3c2C)ccc1OC	-0.5%	-1.1%	u	-1.5%	-8.2%	58.6%[activator]	-0.5%
37	O=C(CSc1nc(-c2ccc(F)cc2)[nH]c1-c1ccc(F)cc1)Nc1ccc2c(c1)OCO2	-3.0%	-1.4%	u	4.3%	-1.1%	2.2%	u
38	CCOc1ccccc1CNC(=O)CCCN1C(=O)CCn2nc(-c3cccn3C)cc21	-2.4%	1.6%	0.3%	1.8%	0.8%	1.0%	-5.4%
39	COc1c(Cl)cc(C(=O)Nc2cc(-c3nc4ccccc4[nH]3)ccc2C)cc1Cl	-0.8%	0.0%	-25.6%	2.2%	1.2%	31.9%[activator]	13.7%
40	Cc1ccc(S(=O)(=O)c2nnn3c2nc(NCc2cccs2)c2sccc23)cc1	-4.7%	3.3%	-4.5%	3.6%	3.8%	-20.2%	-12.1%
41	COc1cccc(NC(=O)CN(C)S(=O)(=O)c2cccs2)c1	-8.5%	0.4%	0.4%	-12.3%	0.8%	-5.4%	-1.1%
42	O=C(CSc1nc2c([nH]c3ccccc32)c(=O)n1-c1cccc(Cl)c1)N1CCCC1	u	-0.3%	4.4%	0.2%	-1.5%	u	-27.7%
43	COc1ccc(C2CC(=O)N(Cc3cccc(F)c3)c3ccccc3S2)cc1 (configuration not stated)	4.0%	0.3%	-10.2%	-0.6%	-0.7%	19.0%	14.5%
44	COCCNC(=O)C1=CC(c2ccc3c(c2)OCO3)=NS(=O)(=O)N1C	6.9%	-2.7%	4.1%	0.5%	-5.9%	0.0%	14.4%
45	Cc1nnc(N2CCC(C(=O)NC3CCCCC3)CC2)c2nn(-c3ccccc3)c(C)c12	3.5%	-0.2%	4.8%	1.2%	2.9%	4.3%	4.1%
46	COc1ccc2c(Sc3ccccc3)c(C(=O)N3CCC(C)CC3)[nH]c2c1	14.3%	-2.2%	u	-15.3%	1.4%	-9.6%	-2.8%
47	COc1ccc2c(Sc3ccc(C)cc3)c(C(=O)NCC(C)c3ccccc3)[nH]c2c1 (configuration not stated)	12.2%	-0.9%	-8.5%	-6.4%	-0.9%	-5.1%	-0.1%
48	O=C(Nc1ccc(Cl)cc1)c1ccc2c(c1)N(Cc1ccccc1)CCS2	-0.5%	0.5%	-32.1%	-0.7%	1.7%	0.4%	4.0%

2 of these compounds, set out differently:
25) COc1cc(-c2nnc(SCC(=O)N(C)C3CCCCC3)o2)cc(OC)c1OC
  NTMT1 inhibitor = -1.4%	B2AR arrestin ag = -2.9%	FH mod = -14.1%	GALK inhibitor = -1.2%	TSG101-PTAP inh = 1.8%	p53null 32C tox = -20.9%	p53null 39C kill = -3.8%

26) CCOc1ccc(C(=O)c2oc3ccccc3c2NC(=O)c2cc(-c3ccc(C)cc3)on2)cc1
  NTMT1 inhibitor = -26.3%	B2AR arrestin ag = -2.0%	FH mod = 0.3%	GALK inhibitor = 3.7%	TSG101-PTAP inh = -0.9%	p53null 32C tox = -9.1%	p53null 39C kill = 9.0%

(further entries)
no.	compound	NTMT1 inhibitor	B2AR arrestin ag	FH mod	GALK inhibitor	TSG101-PTAP inh	p53null 32C tox	p53null 39C kill
49	COc1ccc(NC(=O)c2ccc3snnc3c2)cc1OC	19.8%	-2.8%	4.4%	-9.6%	-7.3%	-6.9%	-25.3%
50	Cc1ccc2oc(=O)c3cnn(CC(=O)N4CCN(c5ccccc5F)CC4)c3c2c1	1.1%	1.0%	-1.6%	6.8%	-3.3%	-10.9%	-13.3%
51	COc1ccc(-c2n[nH]c3c2cnc2cc(OC)c(OC)cc23)cc1	-4.8%	-0.3%	0.7%	-3.2%	2.8%	3.9%	-4.4%
52	COc1ccccc1N1CCN(C(=O)Cn2c(=O)nc(-c3ccccc3)c3ccccc32)CC1	6.6%	-1.6%	-22.3%	0.9%	-5.5%	4.2%	8.6%
53	CC(C)COc1ccc(C(=O)Nc2cccc(-c3nc4ccccc4[nH]3)c2)cc1	3.3%	0.3%	-16.0%	1.6%	2.7%	-4.4%	8.9%
54	Cc1ccc(-n2c(SCC(=O)Nc3ccc4c(c3)OCCO4)nc3c([nH]c4ccccc43)c2=O)cc1	10.8%	u	-16.3%	0.2%	0.7%	-2.1%	5.7%
55	COc1ccccc1CC(=O)Nc1ccc2nc(Nc3cccc(Cl)c3)cc(C)c2c1	-1.1%	-0.1%	-31.9%	3.2%	-2.1%	3.1%	-3.6%

Not all compounds are listed (hit frequency here may not be typical).
